PKM2 activator – qHTS Assay for Activators of Human Muscle isoform 2 Pyruvate Kinase; Pyruvate kinase PKM (Homo sapiens), P14618; purified PKM2, Kinase-Glo ATP luminescence, activation; response scale: 0% is enzyme alone, no compound; Potency, µM (titrated, usually from 57.5 µM), for inactives: at the top dose activation, most hits filed as activators; actives 0.34% (n = 260,000); also: potency is read from the fitted curve at half-maximal effect; % is scaled to controls: 0 for no effect and ±100 for the full control effect; nearly all actives have a fitted effect of over 55% in size
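hPK-M2, >95% pure; 0.1 mM ADP / 0.5 mM PEP final; imidazole pH7.2 buffer w/ 7 mM MgCl2, 50 mM KCl; 1 h RT; Kinase-Glo lum. Intermediate enzyme activity for dual inhibitor/activator qHTS.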
p53 reactivator – qHTS assay for re-activators of p53 using a Luc reporter | H1299 p53-A138V BP100-luciferase reporter, luminescence, 24 h | Potency, µM (top dose mostly 92.2 µM), without a hit: at the highest dose activity change, positive = activation, most hits filed as activators | actives 0.063% (n = 320,000) | AID 504706, 2011; also: potency is read from the fitted curve at half-maximal effect; % of control where 0% means no effect; nearly all actives have a fitted effect of over 45% in size
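p53-null H1299 cells stably carrying temperature-sensitive p53-A138V and a BP100-luciferase reporter were pinned with compounds (4-point, 1:5 series) and held 24 hrs at 37 deg C. Luminescence was read 10 min after detection reagent.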
Rab9 promoter act – qHTS Assay for Rab9 Promoter Activators; AID 485297, 2010; Huh7 Rab9 promoter-luciferase reporter, luminescence, 24 h; Potency, µM (doses to about 9.22 µM), without a hit: at the top dose activation, negative = inhibition, usual class: activators; actives 2.8% (n = 320,000); also: potency is read from the fitted curve at half-maximal effect; % of control where 0% means no effect; nearly all actives have a fitted effect of over 60% in size
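Quantitative HTS format; Huh7 Rab9-luciferase reporter cells (1500/well) receive compound 2 h post-plating, incubate 24 h at 37 °C, then get luciferase reagent for 10 min before luminescence reading.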
Giardia killer – Small Molecules that selectively kill Giardia lamblia: qHTS. activity change, % at 7.66 µM, hits read low. AID 540267, 2011. Giardia lamblia trophozoite viability. actives 0.15% (n = 340,000); in the data active = activity change below about -80%; inconclusive = between about -30% and that limit;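 also: parasites exposed to compound for two days anaerobically before the ATP read; % is scaled to controls: 0 for no effect and ±100 for the full control effect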
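Giardia trophozoites, 100 cells per well, were exposed to compounds for 48 hrs at 37 deg C under anaerobic conditions; viability was then read as ATP content by bioluminescence after 15-30 min at room temperature.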
Gal4-VP16 FLuc – VP16 counterscreen qHTS for inhibitors of ROR gamma transcriptional activity; actives 3.5% (n = 310,000); Drosophila S2 Gal4-VP16 UAS-luciferase, luminescence, 20 h; Potency, µM (doses to about 53.6 µM), inactives show at the highest dose activity, negative = inhibition, usual class: inhibitors; AID 2546, 2010;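 also: Gal4-VP16 expression switched on by copper sulfate through the metallothionein promoter; potency is read from the fitted curve at half-maximal effect; % is scaled to controls: 0 for no effect and ±100 for the full control effect; nearly all actives have a fitted effect of over 50% in size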
ELG1 genotoxic – qHTS screen for small molecules that induce genotoxicity in human embryonic kidney (HEK293T) cells expressing luciferase-tagged ELG1; HEK293T ELG1-luciferase reporter, luminescence, 16 h; Potency, µM (top dose mostly 46 µM), without a hit: top-dose activity change, positive = activation, hits mostly activators; actives 1.3% (n = 330,000); also: potency is read from the fitted curve at half-maximal effect; % of control where 0% means no effect; nearly all actives have a fitted effect of over 60% in size
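After overnight (16 hr) compound treatment at 37 °C, ELG1-luciferase HEK293T cells were lysed with ONE-Glo; luminescence quantified 30 min later at room temperature.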
NPC1 promoter act – qHTS Assay for NPC1 Promoter Activators. AID 485313, 2010. Huh7 NPC1 promoter luciferase reporter, 24 h. Potency, µM (series often up to 9.22 µM), without a hit: at the highest dose activation, most hits filed as activators. actives 2.4% (n = 320,000);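 also: potency is read from the fitted curve at half-maximal effect; % of control where 0% means no effect; nearly all actives have a fitted effect of over 60% in size; reporter is driven by a mutant NPC1 promoter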
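Luminescence from an NPC1 promoter-driven luciferase reporter in stably transfected Huh7 cells was measured after 24 h compound treatment at 37 °C, followed by 10 min ambient incubation with luciferase detection reagent.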
BRCA1 expr up – qHTS Assay to Identify Small Molecule Activators of BRCA1 Expression; actives 1.1% (n = 380,000); Potency, µM (highest dose often 46.1 µM), for the others: at the top dose activation, actives largely listed as activators; AID 624202, 2012; MCF7-BRCA1-FFLuc reporter, luminescence, 48 h; response scale: scaled: vehicle 0%, 10 µM genistein 100%; also: potency is read from the fitted curve at half-maximal effect; nearly all actives have a fitted effect of over 80% in size; some results filed as inactive show a strong effect at the top dose
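MCF7-BRCA1-FFLuc, 2000 cells/well; 2 h attach, 37 °C/5% CO2; compound 48 h; luciferase substrate 15 min; luminescence end-point. Norm. to genistein 10 microM max activation and DMSO; concentration-response curves fitted.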
FLuc modulator – qHTS profiling assay for firefly luciferase inhibitor/activator using purifed enzyme and Km concentrations of substrates (counterscreen for miR-21 project); Luciferin 4-monooxygenase (Photinus pyralis), P08659; actives 6.9% (n = 360,000); purified FLuc, Km substrates, luminescence inhibition; AID 588342, 2011; Potency, µM (top dose mostly 57.5 µM), for inactives: at the highest dose activity change, negative = inhibition, usual class: inhibitors;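 also: potency is read from the fitted curve at half-maximal effect; plate controls were vehicle for no effect and reference inhibitor for full effect; nearly all actives have a fitted effect of over 55% in size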
Target sequence (P08659 whole entry, looked up): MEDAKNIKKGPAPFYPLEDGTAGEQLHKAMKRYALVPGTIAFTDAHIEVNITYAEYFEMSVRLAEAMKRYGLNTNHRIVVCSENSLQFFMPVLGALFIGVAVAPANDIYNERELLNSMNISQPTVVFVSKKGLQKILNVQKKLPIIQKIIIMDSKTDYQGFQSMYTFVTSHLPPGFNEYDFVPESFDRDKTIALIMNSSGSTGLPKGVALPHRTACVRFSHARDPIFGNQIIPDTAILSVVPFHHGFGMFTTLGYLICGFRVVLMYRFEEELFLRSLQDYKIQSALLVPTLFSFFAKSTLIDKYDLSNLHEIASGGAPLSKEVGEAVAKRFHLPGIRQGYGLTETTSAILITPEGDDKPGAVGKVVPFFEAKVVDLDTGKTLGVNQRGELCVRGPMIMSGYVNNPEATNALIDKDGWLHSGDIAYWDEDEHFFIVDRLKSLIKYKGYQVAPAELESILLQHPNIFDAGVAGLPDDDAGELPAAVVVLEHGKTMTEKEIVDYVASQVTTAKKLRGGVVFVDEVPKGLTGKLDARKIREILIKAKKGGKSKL
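Biochemical qHTS of compounds, final roughly 60 µM downward over six points, against 10 nM purified firefly luciferase using Km concentrations of substrates (10 uM D-luciferin, 10 uM ATP) in Tris acetate pH 7.5 buffer; luminescence output.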
Menin-MLL TR inh – qHTS Assay for Inhibitors Targeting the Menin-MLL Interaction in MLL Related Leukemias: Competition With Texas Red Labeled MLL-derived Mutant Peptide | O00255 | Menin + Texas Red MLL mutant peptide, fluorescence polarization | Potency, µM (doses to about 61.6 µM), for the others: top-dose FP activity change, negative = inhibition, most hits filed as inhibitors | actives 0.23% (n = 270,000); active = well fitted inhibition curve with a large enough effect in the polarisation, with a control signal flat, not every such curve was filed as active; inconclusive = small, poorly fitted or top-dose-only effect, or effect the other way, or a change in a side signal; inactive = no such curve, though single readings can be large or run the other way; the % refers to the polarisation; also: potency is read from the fitted curve at half-maximal effect; % of control where 0% means no effect; many of its hits are not listed in these tables
RORg inh – qHTS for inhibitors of ROR gamma transcriptional activity; Potency, µM (series often up to 53.6 µM), inactives show top-dose activity change, negative = inhibition, usual class: inhibitors; actives 5.4% (n = 310,000); AID 2551, 2010; Drosophila S2 Gal4-RORgamma UAS-luciferase reporter, 20 h; Nuclear receptor ROR-gamma (Mus musculus), P51450; also: potency is read from the fitted curve at half-maximal effect; % is scaled to controls: 0 for no effect and ±100 for the full control effect; nearly all actives have a fitted effect of over 60% in size
Target sequence (P51450 whole entry, looked up, the tested form may be a part): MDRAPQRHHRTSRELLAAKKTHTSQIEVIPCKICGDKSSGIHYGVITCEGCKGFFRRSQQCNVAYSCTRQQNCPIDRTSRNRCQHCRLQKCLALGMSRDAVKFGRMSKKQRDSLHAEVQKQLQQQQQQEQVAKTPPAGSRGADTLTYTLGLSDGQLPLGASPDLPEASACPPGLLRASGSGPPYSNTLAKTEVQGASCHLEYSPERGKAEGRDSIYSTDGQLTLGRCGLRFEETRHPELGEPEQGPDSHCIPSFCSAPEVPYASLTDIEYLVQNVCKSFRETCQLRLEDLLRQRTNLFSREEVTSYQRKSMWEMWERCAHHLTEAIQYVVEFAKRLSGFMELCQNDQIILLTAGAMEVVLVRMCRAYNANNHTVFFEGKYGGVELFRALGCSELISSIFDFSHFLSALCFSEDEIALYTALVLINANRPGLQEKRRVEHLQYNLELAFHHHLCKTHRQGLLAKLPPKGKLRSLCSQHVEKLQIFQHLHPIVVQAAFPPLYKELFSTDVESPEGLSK
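Stably transfected Drosophila Schneider cells are the test system, with ROR gamma fused to Gal4 and luciferase under UAS control; luminescence is read after 20 hr of 700 uM copper sulfate induction at ambient temperature.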
* = called active by the depositor; ? = inconclusive; / = not tested or not shown; & = joins results of further samples; [ ] = remark or other dose. Unless noted, calls follow the shape of the dose curve; as a rule, active = well fitted curve in the direction sought with a large enough effect; inconclusive = small, poorly fitted or top-dose-only effect, or another doubt; inactive = no such curve, though single readings can be large; an effect the other way counts as inactive or inconclusive. A portion of the library; the hit share may differ from the screen's.

SMILES	PKM2 activator	p53 reactivator	Rab9 promoter act	Giardia killer	Gal4-VP16 FLuc	ELG1 genotoxic	NPC1 promoter act	BRCA1 expr up	FLuc modulator	Menin-MLL TR inh	RORg inh
Cc1ccc(/C=C2\OC(=O)c3ccccc32)cc1	-1%	?	0%	-7	-26%	?	-2%	-38%	1.1µM*	-22%	-25%
Cc1nnsc1NC(=O)OCCCl	-1%	-12%	-10%	-21	-1%	-1%	-2%	0%	1%	16%	-3%
CC(=O)c1cccc(NC(=O)CSc2ccc(-c3ccc4c(c3)OCO4)nn2)c1	1%	18%	?	15	-3%	-3%	27%	27%	?	10%	-2%
O=C(CN1C(=O)NC2(CCCCCC2)C1=O)N1CCN(c2ccc(F)cc2)CC1	/	-6%	-2%	-7	/	1%	-1%	-27%	1%	/	/
COC(=O)CCN(c1ccccc1)S(=O)(=O)c1cc(-c2cc(C)no2)ccc1OC	/	-13%	0%	-14	3%	0%	-7%	-10%	2%&-2%	23%	3%
Cc1c(OCC(=O)OC(C)(C)C)ccc2c3c(c(=O)oc12)CCC3	21%	?	16%	4	8%	13%	8%	40%	?	?	-5%
CCOC(=O)[C@@H]1[C@H]2COc3ccccc3[C@H]2N2C(=O)N(c3ccc(C)cc3)C(=O)[C@]12C	-4%	/	-8%	20	-4%	1%	4%	-22%	2%	6%	1%
COc1cc2c(cc1OC)CN(C(=O)c1ccc(S(=O)(=O)N3CCCCCC3)cc1)CC2	11%	-5%	-6%	4	?	-2%	0%	-39%	4%	1%	34%
CC(=O)NC(Cc1cccc(F)c1)C(=O)NC1CCN(c2ncccc2[N+](=O)[O-])CC1 (stereo not drawn)	4%	-1%	-18%	?	-5%	-1%	-1%	11%	4%	0%	-1%
O=C(CCCNS(=O)(=O)c1ccccc1)NCc1ccco1	25%	4%	-4%	0	/	-5%	-1%	-6%[1.84 µM]	2%	3%	-14%[0.365 µM]
COc1ccccc1-c1c(NC(=O)c2ccco2)n(C)c2ccccc2c1=O	-7%	18%	-4%	-20	-1%	-1%	-4%	-5%	0%	/	10%
C/C(=N\NC(=O)c1c[nH]c2ccccc12)c1ccc(C)o1	4%	11%	24%	1	-29%	17%	10%	1%	?	6%	15%
COc1cccc(CNC(=O)Cn2cc([N+](=O)[O-])cn2)c1	0%[11.5 µM]	-10%	4%	4	-4%	-1%	2%	-3%	4%	4%	-41%
CCN(CC)CCN(C(=O)c1ccc2ncsc2c1)c1nc2cc3c(cc2s1)OCO3	-7%	19%	?	11	?	2.9µM*	0.71µM*	31%	9.5µM*	-7%	2%
CCCC(=O)OCCNc1cc(Sc2nccn2C)c2nonc2c1[N+](=O)[O-]	?	-22%	-59%[inhibitor]	0	5µM*	-5%	-36%[inhibitor]	-90%[inhibitor]	3%	?	5.6µM*
COc1ccccc1N1CCN(C(=O)C2CCCO2)CC1 (stereo not drawn)	-16%	-7%	-4%	-3	22%	-1%	6%	-7%	-1%	-16%	5%
CC(C)(C)C(=O)Nc1ccc(-c2csnn2)cc1	?	6%	2.8µM*	5	-6%	?	?	?	24µM*	/	8%
O=C(CSc1nnc(CNc2ccc(F)cc2)n1Cc1ccccc1)NCc1ccccc1	10%	-6%	0%	0	2%	-7%	1%	-49%	0%	-1%	11%
O=C(Cn1c2ccccc2c(=O)c2cc([N+](=O)[O-])ccc21)Nc1ccccc1Cl	-2%	-16%	-1%	?	-4%	?	0%	8%	2%	?	-30%
O=C(Nc1ccno1)Nc1ccc(Cl)cc1Cl	1%	7%	-18%	-29	25%	-6%	25%	-4%	-18%	/	14%
COc1ccc(/C=N/NC(=O)c2ccco2)cc1OCc1ccccc1	-4%	3%	-4%	-1	5%	-1%	0%	-10%	-12%	/	-3%
Cc1ccnc2nc(C(=O)OCCOc3cccc(Br)c3)nn12	1%	7%	9%	-9	-4%	-1%	-1%	15%	-1%	-12%	7%
CC(CN1CCOCC1)OC(=O)c1ccccc1 (stereo not drawn)	0%	-2%	-2%	-6	18%	-1%	-4%	8%	2%	/	-3%
COC(=O)c1sc2nc(CSc3ccc(Br)cc3)[nH]c(=O)c2c1C	-9%	-1%	-1%	-9	-1%	-3%	-2%	-9%	1%	/	4%
CC(NS(=O)(=O)c1ccc(Br)cc1)C(=O)NCc1ccc2c(c1)OCO2 (stereo not drawn)	-7%	7%	-1%	-16	-4%	-2%	-1%	0%	-1%	2%	23%
CCCS(=O)(=O)Nc1ccc(-c2ccc3nnc(C)n3n2)cc1	-2%	2%	-2%	/	2%	?	-10%	/	-1%	-1%	-16%
Cc1cc(OCCn2cnc3ccccc3c2=O)cc(C(C)C)c1	-8%	8%	-3%	-4	?	-3%	1%	-16%	-1%	1%	-6%
Cc1ccccc1-c1nc(CN2CCC(C(=O)NC3CCCCC3)CC2)c(C)o1	/	-2%	3%	9	-12%	0%	-3%	-5%	2%	-17%	-8%
N#C/C(=C\c1ccc(OCCN2CCOCC2)cc1)C(=O)Nc1ccccc1	0%	-6%	5%	36[activator]	0%	2%	-5%	-9%	-6%	0%	38%
Cc1oc(-c2ccc(Cl)cc2)nc1CN1CCCC(C(=O)NCc2ccccn2)C1 (stereo not drawn)	0%	1%	-2%	-23	-5%	-3%	0%	-27%	2%	-27%	?
COc1ccc(C2c3cc(OC)c(OC)cc3CCN2C(=O)c2ccccc2Br)cc1OC (stereo not drawn)	-1%[11.5 µM]	10%	2%	-5	?	-2%	1%	0%	-1%	-24%	40%
O=C(O)c1cccc(-c2ccc(/C=C3/SC(=Nc4ccccc4)N(Cc4cccnc4)C3=O)o2)c1	/	14%	18%	0	4%	?	29%	?	-13%	59%[activator]	-18%
COc1ccc2c(CC(=O)Nc3ccccc3OC)coc2c1	-9%	5%	21%	3	-8%	1%	10%	42%	?	-2%	20%
Cc1ccc(S(=O)(=O)N2CCN(C(=O)c3ccco3)CC2)c(C)c1	/	0%	-10%	-24	-8%	-4%	3%	-5%	-1%	-22%	-2%
O=C(COc1ccc(Cl)cc1)NCc1nnc(SCC(=O)N2CCCCCC2)o1	-2%	0%	-1%	-22	-1%[10 µM]	20%	-3%	1%	2%	-7%	19%
COc1cc(C(=S)N2CCOCC2)cc(OC)c1OC(=O)c1cc([N+](=O)[O-])cc([N+](=O)[O-])c1	6%	10%	-1%	-17	-2%	-1%	1%	0%	5%	12%	-23%
COC(=O)c1ccccc1NC(=O)c1sc(Cl)nc1C	0%	-24%	10%	38[activator]	4%	1%	0%	-33%	?	2%	?
COc1cc(CN2CCC(C(=O)N3CCC(C)CC3)CC2)cc(Br)c1O	0%	5%	-5%	-7	-4%	-4%	1%	-17%	1%	-8%	-16%[10 µM]
CCOC(=O)CSC1=C(C#N)C(c2ccc(C)s2)CC(=O)N1 (stereo not drawn)	-7%	2%	-18%	2	-7%	5%	-18%	-84%[inhibitor]	1%	-2%[11.7 µM]	3%
Cc1ccc(NC(=O)c2cc(=O)c3ccccc3o2)c(C)c1	17%	?	?	3	18%	5%	24%	94%	?	1%	43%
CCN(CC(=O)Nc1ccc(NC(C)=O)cc1)C(=O)Cc1c(Cl)cccc1Cl	-4%	-6%	2%	-5	-1%	-1%	-3%	-14%	0%	/	13%
Cc1ccc(CS(=O)(=O)CCC(=O)NCCCN2CCCC2=O)cc1	-4%	-17%	9%	-18	-2%	3%	-3%	5%	-1%	17%	-29%
CCOc1cccc(N(C(=O)c2ccco2)C(C(=O)NC2CCCC2)c2cccnc2)c1 (stereo not drawn)	0%	-3%	-2%	10	-4%	-3%	3%	-2%	-3%	-27%	?
CCN1CCc2c(sc(N)c2C#N)C1	5%	-7%	-3%	0	3%	6%	-1%	2%	-1%	2%	2%

Assay outcomes as filed in PubChem.
